HP1b chromo inh – HTS for Inhibitors of HP1-beta Chromodomain Interactions with Methylated Histone Tails; hit rate 0.56% among 390,000; AID 540317, 2011; AlphaScreen HP1-beta / biotin-H3K9me3 peptide binding; Chromobox protein homolog 1 (Homo sapiens), P83916; Potency, µM (top dose mostly 114 µM), without a hit: at the highest dose activity change, negative = inhibition, hits mostly inhibitors; note: potency is the fitted concentration of half-maximal effect; nearly all actives have a fitted effect of over 70% in size; inactives centre near 23
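HP1-beta protein (50 nM final) preincubated 30 min at room temperature with biotinylated H3(1-18)K9me3 peptide (50 nM) in PBS pH 7.4, 0.01% Tween-20, then compound added for 30 min. AlphaScreen streptavidin donor/nickel chelate acceptor beads (10 ug/mL final), 30 min dark, luminescence read.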
G9a block – qHTS Assay for Inhibitors of Histone Lysine Methyltransferase G9a; Histone-lysine N-methyltransferase EHMT2 (Homo sapiens), Q96KQ7; Potency, µM (highest dose often 102 µM), without a hit: at the highest dose activity, negative = inhibition, usual class: inhibitors; G9a H3K9 monomethylation, AlphaScreen, 2 h; hit rate 8.8% among 350,000; note: potency is the fitted concentration of half-maximal effect; % is set by controls: 0 for no effect and ±100 for the full control effect; nearly all actives have a fitted effect of over 75% in size
Target sequence (Q96KQ7 913-1193 limits assumed): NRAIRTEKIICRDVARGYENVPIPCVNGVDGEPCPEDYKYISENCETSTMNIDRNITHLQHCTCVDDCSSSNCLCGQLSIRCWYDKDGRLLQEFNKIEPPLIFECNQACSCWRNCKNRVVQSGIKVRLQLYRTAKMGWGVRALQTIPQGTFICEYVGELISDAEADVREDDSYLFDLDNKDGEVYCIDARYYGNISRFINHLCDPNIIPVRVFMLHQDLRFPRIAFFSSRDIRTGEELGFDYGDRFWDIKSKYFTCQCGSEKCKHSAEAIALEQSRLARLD
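Chemiluminescent proximity detection of H3K9 monomethylation, read after 10 min bead incubation in the dark. Reaction: 20 nM G9a, 500 nM biotin-H3K9 peptide, 20 uM SAM cofactor, 2 h, room temperature, following 15 min enzyme-compound preincubation.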
PI4K2A inh – qHTS for small molecular inhibitors of PI4K2A. Phosphatidylinositol 4-kinase type 2-alpha (Homo sapiens), Q9BTU6. purified PI4K2A, ADP-Glo luminescence, 1 h; hits give low values. activity change, negative = inhibition, % at 76.9 µM. hit rate 0.13% among 420,000. AID 1346378, 2018; in the data active = activity change below about -50%; inconclusive = mostly about -30% to -49%;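 note: -100% = wells without enzyme as full effect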
Target sequence (Q9BTU6 whole entry, looked up): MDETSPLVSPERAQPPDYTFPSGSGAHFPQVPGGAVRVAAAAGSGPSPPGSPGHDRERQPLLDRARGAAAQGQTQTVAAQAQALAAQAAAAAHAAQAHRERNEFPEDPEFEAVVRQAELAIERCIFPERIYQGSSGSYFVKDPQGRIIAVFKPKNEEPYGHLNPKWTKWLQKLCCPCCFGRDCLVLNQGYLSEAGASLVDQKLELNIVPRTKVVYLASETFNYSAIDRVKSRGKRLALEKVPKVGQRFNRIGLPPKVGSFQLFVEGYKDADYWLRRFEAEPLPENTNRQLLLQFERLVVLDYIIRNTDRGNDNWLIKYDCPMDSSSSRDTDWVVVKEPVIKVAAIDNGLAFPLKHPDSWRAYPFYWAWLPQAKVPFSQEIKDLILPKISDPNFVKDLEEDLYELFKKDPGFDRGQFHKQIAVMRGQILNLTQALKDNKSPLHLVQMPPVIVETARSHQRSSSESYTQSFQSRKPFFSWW
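ADP-Glo luminescence measured ADP generated by PI4K2A enzyme (4 ug/mL before mixing) with 1.2 mM PI substrate (pre-mix) and 300 microM ATP (pre-mix). Tris pH7.5 buffer with MgCl2, Triton X-100; 1 h reaction at ambient temperature.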
GLS inhibitor – qHTS for Inhibitors of Glutaminase (GLS). Glutaminase kidney isoform, mitochondrial (Homo sapiens), O94925. GLS enzymatic activity, qHTS titration. hit rate 0.21% among 410,000. Potency, µM (doses to about 45.5 µM), for the others: at the highest dose activity change, negative = inhibition, hits mostly inhibitors; note: potency is the fitted concentration of half-maximal effect; % is set by controls: 0 for no effect and ±100 for the full control effect
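hKGA in 45 mM KH2PO4 (pH 8.2), 0.02% Tween-20 with compound, then 1mM L-Glutamine (stock as added) plus glutamate oxidase/HRP/Amplex red coupling mix. Fluorescence read initially and after 30 min at RT; signal change reflects glutamate formation.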
Pol eta inh – qHTS for Inhibitors of Polymerase Eta; recombinant Pol eta, fluorescent DNA replication assay; Potency, µM (titrated, usually from 114 µM), for the others: at the top dose activity change, negative = inhibition, most hits filed as inhibitors; AID 588591, 2011; hit rate 1.2% among 390,000; note: potency is the fitted concentration of half-maximal effect; % is set by controls: 0 for no effect and ±100 for the full control effect
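Pol eta (10 nM) was preincubated with compounds for 15 min at room temperature, after which fluorescent replication substrate (50 nM final) was added to start the reaction. Fluorescence was read kinetically at 0 and 10 min.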
PGK inhibitor – qHTS Assay to Find Inhibitors of Phosphoglycerate Kinase | PGK/GAPDH coupled, Kinase-Glo luminescence, 60 min | Phosphoglycerate kinase, glycosomal (Trypanosoma brucei brucei), P07378 | Potency, µM (titrated, usually from 57.5 µM), for the others: at the top dose activity change, negative = inhibition, most hits filed as inhibitors | hit rate 0.043% among 380,000; note: potency is the fitted concentration of half-maximal effect; % is set by controls: 0 for no effect and ±100 for the full control effect; nearly all actives have a fitted effect of over 60% in size
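Recombinant glycosomal PGK reaction used 1,3-bisphosphoglycerate generated in-well by GAPDH (100nM final) in 100mM TEA pH 7.6, 5mM MgCl2, 0.01% Tween-20. After 60 minutes at room temperature, ATP was read by Kinase-Glo Plus luminescence end-point.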
Pin1 inh – qHTS Assay to Find Inhibitors of Pin1; Peptidyl-prolyl cis-trans isomerase NIMA-interacting 1 (Homo sapiens), Q13526; Pin1 FP peptide displacement, HiFluor488, 10 min; Potency, µM (top dose mostly 115 µM), for the others: at the top dose activity, negative = inhibition, most hits filed as inhibitors; hit rate 0.009% among 390,000; AID 504891, 2011; active = well fitted inhibition curve with a large enough effect in the polarisation, with a control signal flat, not every such curve was filed as active; inconclusive = small, poorly fitted or top-dose-only effect, or effect the other way, or a change in a side signal; inactive = no such curve, though single readings can be large or run the other way; the % refers to the polarisation; note: potency is the fitted concentration of half-maximal effect; % is set by controls: 0 for no effect and ±100 for the full control effect
Target sequence (Q13526 whole entry, looked up): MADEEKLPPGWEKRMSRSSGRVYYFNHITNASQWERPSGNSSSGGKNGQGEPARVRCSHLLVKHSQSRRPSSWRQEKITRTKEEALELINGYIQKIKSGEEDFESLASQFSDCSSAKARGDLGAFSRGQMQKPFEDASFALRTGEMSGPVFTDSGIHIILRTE
BAZ2B inh – qHTS Assay for Inhibitors of BAZ2B. AID 504333, 2011. Potency, µM (highest dose often 114 µM), without a hit: top-dose activity change, negative = inhibition, most hits filed as inhibitors. Bromodomain adjacent to zinc finger domain protein 2B (Homo sapiens), Q9UIF8. hit rate 4.4% among 360,000. AlphaScreen BAZ2B-H3K14Ac peptide displacement; note: potency is the fitted concentration of half-maximal effect; % is set by controls: 0 for no effect and ±100 for the full control effect; nearly all actives have a fitted effect of over 60% in size
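AlphaScreen luminescence quantifies BAZ2B engagement of H3K14Ac peptide; the protein and biotinylated peptide are both at 50 nM final, buffer PBS pH 7.4 with 0.01% Tween-20, all steps at room temperature.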
JMJD2A Tudor inh – qHTS Assay for Inhibitors of JMJD2A-Tudor Domain. hit rate 4.4% among 390,000. AlphaScreen JMJD2A-Tudor / H3K4me3 peptide binding. Lysine-specific demethylase 4A (Homo sapiens), O75164. Potency, µM (series often up to 114 µM), for inactives: top-dose activity change, negative = inhibition, hits mostly inhibitors; note: potency is the fitted concentration of half-maximal effect; % is set by controls: 0 for no effect and ±100 for the full control effect; nearly all actives have a fitted effect of over 50% in size
* hit, by the source's call; i = inactive; ? = inconclusive; · = not tested or not shown; [ ] = remark or other dose. Unless noted, calls come from the whole dose curve; as a rule, active = well fitted curve in the direction sought with a large enough effect; inconclusive = small, poorly fitted or top-dose-only effect, or another doubt; inactive = no such curve, though single readings can be large; an effect the other way counts as inactive or inconclusive. This is a subset; the hit share may differ from the screen's.

SMILES	HP1b chromo inh	G9a block	PI4K2A inh	GLS inhibitor	Pol eta inh	PGK inhibitor	Pin1 inh	BAZ2B inh	JMJD2A Tudor inh
CSc1nnc2ccc(-c3ccccn3)nn12	-13%	4%	8	-9%	-15%	-6%	?	-22%	-4%[11.4 µM]
CC(Oc1ccc(Cl)cc1)C(=O)N1CCN(C(=O)c2ccco2)CC1 (centres undefined)	13%	18%[12.7 µM]	-5	-2%	-4%	8%	-3%	12%	-7%
C[C@H](CO)N1C[C@H](C)[C@@H](CN(C)C(=O)Nc2ccc3c(c2)OCO3)Oc2ccc(NC(=O)Cc3ccccc3)cc2C1=O	37%	·	1	9%	-17%	-7%	-5%	·	-27%
C=CCn1c(SCc2cc(=O)n3ccsc3n2)nc2sc(C)c(C)c2c1=O	-6%	21%[59 µM]	-15	-3%	?	·	?	0%	?
COC(=O)c1cc(C)sc1NC(=O)CCCC(=O)O	37%	-2%[59 µM]	0	7%	-11%	0%	4%	0%	-4%
CC(C)(C)c1ccc(NC(=O)Nc2ccc(F)cc2)cc1	-10%	-8%	-4	-11%	-8%	i	-2%	2%	35µM*
Cc1ccccc1OCc1nnc(SC(C)C(=O)O)n1Cc1ccccc1 (centres undefined)	44%	-3%	-12	-5%	-11%	i	-8%	-2%	-6%
O=C(Nc1ccc(C(=O)O)cc1)/C(=C\c1ccccc1)NC(=O)c1ccc(Br)cc1	11%	-8%	-5	13%	-10%	5%	-3%	-28%	-25%
Clc1ccc(C2=Nn3c(nnc3-c3cccnc3)SC2)s1	36%	?	-4	1%	3%	5%	0%	1%	-19%
N#Cc1ccccc1OCC(=O)OCC(=O)NC1CCCC1	12%	?	-2	10%	-2%	4%	-5%	8%	-2%
CN1CCN(C(c2ccc(F)cc2)c2nnnn2Cc2cccs2)CC1 (centres undefined)	41%[activator]	?	-2	11%	5%	-5%	-13%	?	-28%
COc1ccccc1CNc1nc2ccc(Cl)cc2n2cnnc12	35%	11%[59 µM]	3	3%	·	·	1%	-11%	0%
COc1cccc(C(=O)COc2ccc(NC(=O)c3cccs3)cc2)c1	20%	23%[12.7 µM]	-1	6%	-13%	-1%	2%	1%	2%
Cc1c(C(=O)OCC(=O)N2CCCC2=O)oc2ccccc12	4%	-41%	-4	1%	-12%	i	1%	-3%	-9%
Cc1cc(C)cc(OCc2nnc(SCC(=O)c3ccc(Br)cc3)o2)c1	34%	6%[59 µM]	-1	12%	-13%	i	35%[activator]	6%	11%
CN(C(=O)c1cccs1)c1ccc(OCC(=O)N2CCC(C(N)=O)CC2)cc1	18%	4%	8	-1%	-18%	-4%	0%	3%	-11%
CCC(Cc1ccccc1)NC(=O)CCNS(=O)(=O)c1cc(Br)cnc1N (centres undefined)	21%	9%	1	-2%	9%	0%	-2%	-5%	-11%
CC(C)CN(C(=O)CSc1ncnc2ccccc12)C1CCS(=O)(=O)C1 (centres undefined)	29%	-3%[2.33 µM]	-4	-1%	-13%	i	-1%	4%	-1%
CN1CCC(N(C)S(=O)(=O)c2ccc(NC(=O)COc3cccc(Cl)c3)cc2)CC1	-2%	40µM*	-1	12%	-7%	4%	-4%	3%	-22%
Cn1nc(-c2ccc(OCC(=O)Nc3cccc(C(F)(F)F)c3)cc2)c2ccccc2c1=O	16%	4%[59 µM]	3	?	79µM*	-8%	10%	-31%	-20%
CC(=O)N1CCN(Cc2ccc(Br)s2)CC1	15%	-16%[59 µM]	-1	2%	7%	-7%	-8%	-12%	-21%
CCOC(=O)C1CCN(S(=O)(=O)c2cc(C(=O)N3CCCCC3)ccc2OC)CC1	17%	45%	2	-11%	-18%	-5%	2%	0%	-12%
CC(Oc1ccccc1)C(=O)N1CCC2(CC1)Oc1ccc(F)cc1C(=O)C21CC(c2cccnc2)=NO1 (centres undefined)	27%	·	-3	-6%	-6%	-6%	1%	·	-32%
COC(=O)[C@H](CC(C)C)NC(=O)Cn1cnc2c(SC)nc(N)nc21	19%	·	0	3%	-3%	-6%	6%	·	-19%
CC(C)CC(NC(=O)C1CCC(C)CC1)C(=O)NCc1cccnc1 (centres undefined)	28%	-3%[59 µM]	0	0%	-15%	-5%	-4%	3%	-12%

(continued)
SMILES	HP1b chromo inh	G9a block	PI4K2A inh	GLS inhibitor	Pol eta inh	PGK inhibitor	Pin1 inh	BAZ2B inh	JMJD2A Tudor inh
COc1ccccc1C(=O)NCCC(=O)N1CCN(C(C)=O)CC1	38%	-10%	0	1%	1%	4%	-4%	8%	1%
S=C(c1ccc(Cl)cc1)N1CCN(Cc2ccccc2)CC1	-3%	-18%[59 µM]	0	-1%	-5%	i	-4%	?	-28%
Cc1ccc(OCCNC(=O)c2ccc(COc3ccccc3)o2)cc1	51%[activator]	-2%	2	-12%	?	i	4%	7%	6%
COc1ccc(C(C(=O)NC2CCCC2)N(C(=O)c2ccoc2C)c2ccccc2)cc1 (centres undefined)	43%[activator]	?	1	-3%	-4%	·	2%	-24%	-8%
Cc1cc(C)n(CCC(=O)N/N=C/c2ccc(O)cc2)n1	34%	17%[59 µM]	2	-2%	-18%	-6%	7%	-12%	6%
Cc1ccc(S(=O)(=O)N2CCOCC2)cc1NC(=O)Cn1cc(C(F)(F)F)cc(Cl)c1=O	23%	5%[59 µM]	3	-1%	-19%	5%	-2%	8%	-1%
COc1cc2[nH]c(=S)nc(NCc3ccccn3)c2cc1OC	21%	50µM*	-4	-15%	-7%	-1%	?	6%	-23%
CCN1CCN(Cc2oc(CO)cc(=O)c2O)CC1	13%	1.8µM*	-1	9%	0%	-4%	17%	50µM*	13µM*
COc1ccc(N2CCN(C(=O)Cc3ccc(S(=O)(=O)N4CCOCC4)s3)CC2)cc1	50µM*	45µM*	-5	15%	20µM*	-23%	?	40µM*	45µM*
CCc1ccc(C2C(C(=O)Nc3ccccc3C)=C(C)Nc3nc(SCc4cccc(OC)c4)nn32)cc1 (centres undefined)	36%	1%[59 µM]	3	-4%	-12%	0%	2%	0%	-26%
CCNS(=O)(=O)c1ccc(CCC(=O)N2CCc3ccccc3C2)cc1	48%[activator]	-31%	3	4%	-1%	-5%	-6%	-31%	-6%
Cc1cc2cccc(C)c2nc1SCC(=O)NNC(=O)c1ccco1	-12%	21%	-1	4%	-9%	-11%	3%	1%	?
CCCC(=O)c1c(C)c2ccccc2n1C	97%[activator]	48%[activator]	-3	-1%	-10%	-6%	-2%	2%	-2%[57.1 µM]
COc1ccc([N+](=O)[O-])cc1N(CC1CO1)S(=O)(=O)c1ccc(C)cc1 (centres undefined)	16%	-8%[12.7 µM]	8	-1%	-19%	-1%	0%	-25%	-15%
NC(=NCCc1c[nH]c2ccccc12)NS(=O)(=O)c1ccc2ccccc2c1	-27%	?	3	18%	-15%	-8%	11%	?	?
Cc1cccc(N2CCN(CC(=O)NCc3ccccc3)CC2)c1C	38%[activator]	7%	-7	13%	-14%	i	5%	-21%	-6%
CC(C)Oc1cc(NC(=O)CSCC(=O)Nc2cccc(C(F)(F)F)c2)c(Cl)cc1Cl	40%	28%[59 µM]	-2	-1%	-3%	i	-5%	-3%	-14%
CCCOc1ccc(C2c3c(oc4cc(C)c(C)cc4c3=O)C(=O)N2CCCN2CCOCC2)cc1 (centres undefined)	24%	?	5	1%	-25%	-7%	3%	-36%	-29%
CCCn1c(C)cc(C(=O)CSc2nc3nc(C)cc(C)n3n2)c1C	0%	-10%[59 µM]	0	5%	-9%	3%	-4%	-31%	-32%
Cc1ccc(Cn2c(CN3CCC(C(=O)NCc4ccccc4C)CC3)cc3ccccc32)cc1	20%	5%[59 µM]	-1	14%	3%	-2%	34%[activator]	-15%	-16%
O=C(Nc1cccc([N+](=O)[O-])c1)Nc1ccc2c(c1)CCC2	15%	108%[activator]	2	-1%	-18%	1%	-3%	8%	-36%
CC(CN(C)Cc1ccccc1)OC(=O)c1cccs1 (centres undefined)	55%[activator]	-5%[59 µM]	-3	1%	-19%	0%	-4%	20%	-21%
CCn1cnc2c1c(=O)n(CC(=O)OC)c(=O)n2Cc1ccccc1	26%	4%[2.33 µM]	3	-5%	-4%	-5%	-2%	1%	-13%
CCN1CCN(CCCCOc2ccccc2F)CC1	?	10µM*	0	-2%	-7%	-4%	-14%	50µM*	0.79µM*
CC(C)Cn1c(N)c(S(=O)(=O)c2cccs2)c2nc3ccccc3nc21	22%	-32%[12.7 µM]	2	12%	-2%	-3%	1%	-33%	-16%
CC1(C(=O)Nc2cccc(S(=O)(=O)N3CCOCC3)c2)Cc2ccccc2C(=O)O1 (centres undefined)	15%	-38%	0	0%	-12%	-4%	1%	-14%	-4%

Bioassay records as filed in PubChem BioAssay.
